RXFP1 antag – qHTS Assay for Antagonists of the Relaxin Receptor RXFP1; HEK293-RXFP1, relaxin-stimulated cAMP HTRF, 30 min; stronger effect = lower value; 0.59% of 350,000 active; activity change, negative = inhibition, % at 57.5 µM; Relaxin receptor 1 (Homo sapiens), Q9HBX9;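 active means activity change of -60% or lower, but not beyond a set lower limit; inconclusive means change between -60% and -40%, or beyond the set limit; inactive means change above -40%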
Target sequence (Q9HBX9 whole entry, looked up): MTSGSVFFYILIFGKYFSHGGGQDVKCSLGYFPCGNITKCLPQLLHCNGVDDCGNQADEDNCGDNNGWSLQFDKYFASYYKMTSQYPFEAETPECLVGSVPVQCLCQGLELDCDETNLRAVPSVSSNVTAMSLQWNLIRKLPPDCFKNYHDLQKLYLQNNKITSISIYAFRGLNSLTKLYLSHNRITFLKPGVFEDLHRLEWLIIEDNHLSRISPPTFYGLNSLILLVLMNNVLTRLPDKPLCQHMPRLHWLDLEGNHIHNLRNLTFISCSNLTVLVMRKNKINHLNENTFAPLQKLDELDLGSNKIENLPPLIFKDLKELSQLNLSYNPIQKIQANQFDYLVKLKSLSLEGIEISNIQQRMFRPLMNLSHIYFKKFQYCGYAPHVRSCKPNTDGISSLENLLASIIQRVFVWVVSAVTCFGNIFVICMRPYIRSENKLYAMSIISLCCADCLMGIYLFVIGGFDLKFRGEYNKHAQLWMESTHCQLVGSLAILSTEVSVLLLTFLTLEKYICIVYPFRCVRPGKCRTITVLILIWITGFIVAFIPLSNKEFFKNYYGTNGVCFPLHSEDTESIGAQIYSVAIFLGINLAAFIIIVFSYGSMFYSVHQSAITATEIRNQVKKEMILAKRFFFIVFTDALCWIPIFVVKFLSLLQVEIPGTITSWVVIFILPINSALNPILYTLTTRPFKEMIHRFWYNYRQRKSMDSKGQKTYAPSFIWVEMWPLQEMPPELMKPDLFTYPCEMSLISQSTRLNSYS
Active calls of the source: *; ? = inconclusive. On the % scale 0 is the no-effect control and ±100 the full control effect.

SMILES	RXFP1 antag
COc1ccc(NC(=O)CSC2=C(C#N)C(c3ccco3)C(C(=O)Nc3nc4ccccc4s3)=C(C)N2)cc1 (configuration not stated)	-9.7
COc1ccc(C2C3=C(CCCC3=O)N(CC(=O)O)C3=C2C(=O)CCC3)cc1Br	-0.1
CCCCN1C[C@H](CSC)[C@@H](CC(=O)Nc2ccc(Br)cc2)C1=O	10.5
COc1cc(C)ccc1OCc1cc(C(=O)NC2CCOCC2)no1	-1.3
Cn1cc(Cc2ccccc2)c(=O)c(Cc2ccccc2)c1	-0.6
COc1ccc(CNC(=O)c2ccc(S(=O)(=O)N3CC(C)CC(C)C3)cc2)cc1OC (configuration not stated)	9.1
COCCCn1cnnc1SC(C)C(=O)Nc1ccc(S(=O)(=O)N2CCOCC2)cc1 (configuration not stated)	0.4
CCOc1ccccc1C(=O)NC(C(=O)NCCc1ccccn1)C(C)C (configuration not stated)	-1.3
Cc1ccc(C)c(S(=O)(=O)Nc2ccc(C(=O)NCCCN(C)C)cc2)c1	4.1
COc1ccc(S(=O)(=O)N2c3ccc(F)cc3CCC2C)cc1 (configuration not stated)	6.4
Cc1ccccc1C(=O)Nc1c(C(=O)N2CCN(C)CC2)cnn1-c1ccccc1	-5.2
CNC[C@H]1OCc2ccccc2-c2ccccc2C(=O)N([C@H](C)CO)C[C@H]1C	-5.2
COc1ccc(NC(=O)COC(=O)CCc2ccc(S(=O)(=O)N3CCOCC3)cc2)cc1Cl	-1.9
COc1cc(N)c(Cl)cc1C(=O)OCC(=O)NCC1CCCCC1	-9.8
COc1ccc(NC(=O)c2cc(=O)[nH]c3ccccc23)cc1S(=O)(=O)N1CCOCC1	-1.7
Cc1ccc(NC(=S)NCc2ccccc2)cc1C	-3.5
CCCCCC(=O)N1C[C@H](O)[C@@H](n2cc(-c3ccc(F)cc3)nn2)C[C@@H]1c1ccccc1	3.6
O=C(O)c1[nH]n(-c2ccc(S(=O)(=O)O)cc2)c(=O)c1N=Nc1ccc(S(=O)(=O)O)cc1	-18.2
Cc1ccc(S(=O)(=O)N2CCCCC2)cc1C(=O)OCC(=O)N1c2ccccc2NC(=O)C1(C)C	7.6
Nc1ccn([C@@H]2O[C@H](CNS(=O)(=O)c3cc4ccccc4s3)[C@@H](O)[C@H]2O)c(=O)n1	13.8

An excerpt of these results, with values ahead of the structure:
| RXFP1 antag | compound |
| --- | --- |
| -9.7 | COc1ccc(NC(=O)CSC2=C(C#N)C(c3ccco3)C(C(=O)Nc3nc4ccccc4s3)=C(C)N2)cc1 (configuration not stated) |
| -0.1 | COc1ccc(C2C3=C(CCCC3=O)N(CC(=O)O)C3=C2C(=O)CCC3)cc1Br |
| 10.5 | CCCCN1C[C@H](CSC)[C@@H](CC(=O)Nc2ccc(Br)cc2)C1=O |
| -1.3 | COc1cc(C)ccc1OCc1cc(C(=O)NC2CCOCC2)no1 |
| -0.6 | Cn1cc(Cc2ccccc2)c(=O)c(Cc2ccccc2)c1 |
| 9.1 | COc1ccc(CNC(=O)c2ccc(S(=O)(=O)N3CC(C)CC(C)C3)cc2)cc1OC (configuration not stated) |
| 0.4 | COCCCn1cnnc1SC(C)C(=O)Nc1ccc(S(=O)(=O)N2CCOCC2)cc1 (configuration not stated) |
| -1.3 | CCOc1ccccc1C(=O)NC(C(=O)NCCc1ccccn1)C(C)C (configuration not stated) |
| 4.1 | Cc1ccc(C)c(S(=O)(=O)Nc2ccc(C(=O)NCCCN(C)C)cc2)c1 |
| 6.4 | COc1ccc(S(=O)(=O)N2c3ccc(F)cc3CCC2C)cc1 (configuration not stated) |
| -5.2 | Cc1ccccc1C(=O)Nc1c(C(=O)N2CCN(C)CC2)cnn1-c1ccccc1 |
| -5.2 | CNC[C@H]1OCc2ccccc2-c2ccccc2C(=O)N([C@H](C)CO)C[C@H]1C |
| -1.9 | COc1ccc(NC(=O)COC(=O)CCc2ccc(S(=O)(=O)N3CCOCC3)cc2)cc1Cl |
| -9.8 | COc1cc(N)c(Cl)cc1C(=O)OCC(=O)NCC1CCCCC1 |
| -1.7 | COc1ccc(NC(=O)c2cc(=O)[nH]c3ccccc23)cc1S(=O)(=O)N1CCOCC1 |

(continued)
SMILES	RXFP1 antag
CN1CCN(S(=O)(=O)c2cccc(C(=O)N(C)CC(=O)Nc3ccc(Cl)c(Cl)c3)c2)CC1	-1.8
O=C(Nc1cccc(C(=O)O)c1)/C(=C/c1cccc([N+](=O)[O-])c1)NC(=O)c1cccc(Br)c1	-13.4
O=C1c2ccccc2-c2cc(Br)ccc2NC1O (configuration not stated)	-10.6
COc1ccc(C(CNC(=O)CCNS(=O)(=O)c2ccccc2C(F)(F)F)N2CCOCC2)cc1 (configuration not stated)	-8.0
Cc1ccc(S(=O)(=O)NN=C2C(=O)C3CCC2C3Cl)cc1 (configuration not stated)	-5.5
COC1OC2COC(c3ccccc3)OC2C(O)C1NC(=O)c1ccccc1 (configuration not stated)	2.7
C[C@@H]1CCCCO[C@@H](CN(C)S(C)(=O)=O)[C@@H](C)CN([C@H](C)CO)C(=O)c2cc(N(C)C)ccc2O1	1.1
O[C@H]1CN(Cc2cccs2)[C@@H](c2ccc(Cl)cc2)C[C@@H]1n1cc(C2CC2)nn1	-5.1
O=S(=O)(NCCN1CCOCC1)c1ccc2ccccc2c1	9.1
CC(NC(=O)C(Cc1ccccc1)=NO)c1ccccc1 (configuration not stated)	-2.3
O=C(NCCCN1CCCC1=O)C(=O)NCC1OCCCN1S(=O)(=O)c1ccccc1 (configuration not stated)	4.1
CCC1(CC)NC(=O)N(CC(=O)OC(C)C(=O)Nc2ccc(S(N)(=O)=O)cc2)C1=O (configuration not stated)	7.3
CC(=O)c1ccc2c(c1)CC1(C2)Cc2cc3c(cc2C1)C(=O)CC3 (configuration not stated)	-13.1
O=C(CC1CCCC1)N1CCN(S(=O)(=O)c2cccc(Br)c2)CC1	4.3
Nc1nc2cc(Cl)c(Br)cc2o1	-7.8
Cn1nc(SCc2ccccc2)c(=O)n(C(c2ccccc2)c2ccccc2)c1=O	-14.2
C[C@@H]1CN([C@H](C)CO)C(=O)CCCn2nncc2CO[C@H]1CN(C)S(=O)(=O)c1ccc2c(c1)OCCCO2	0.5
O=C1NC(=O)C(Cc2ccc(Cl)cc2)(c2ccccc2)N1 (configuration not stated)	2.8
COc1ccc(N2CCN(C(=O)C(=O)c3cn(CC(=O)N4CCCC4)c4ccccc34)CC2)cc1	-3.3
CC(C)Cc1nnc(NS(=O)(=O)c2ccccc2)s1	-0.5
COC(=O)C1=C(N)Oc2cc(C)n(Cc3ccncc3)c(=O)c2C1c1cccnc1 (configuration not stated)	-5.4
O=C(COC(=O)C1CC1)NCCc1ccccc1	-8.4
O=S(=O)(c1ccc(F)cc1)c1nc(-c2ccco2)oc1NCCCn1ccnc1	8.0
COc1ccc(CCC(=O)OCC(=O)NCc2ccc(OC)c(OC)c2)cc1OC	-21.9
CC(OC(=O)c1ccc(Br)o1)C(=O)NCC1CCCCC1 (configuration not stated)	2.4
Cc1nnc(SCC(=O)N2CCCC2)n1-c1ccc(F)cc1	-14.8
O=C1Nc2ccccc2C1=Nc1ccccc1-c1ccccc1	-1.8
CCCCCCN1C[C@@H](n2cc(C3CC3)nn2)[C@H](O)C[C@@H]1c1ccc(C)cc1	-26.7
COC1OC(O)C(NC(=O)C(F)(F)F)CC1O (configuration not stated)	-4.9
COC(=O)c1ccc(Cn2cnc3c(N)ncnc32)cc1	2.1
CCOC(=O)Nc1cc(OC)cc2ccc(C)nc12	7.8
COC(=O)N(C)C[C@@H]1OCc2cnnn2CCCC(=O)N([C@@H](C)CO)C[C@H]1C	4.8
COc1cc(N)c2ncsc2c1	-6.5
CCN(CC(=O)NCc1cccs1)C(=O)c1ccc(Cl)c(Cl)c1	2.5
CCOc1ncccc1C(=O)NNC(=O)c1cccc(S(=O)(=O)N2CCOCC2)c1	17.6
C[C@H]1CN([C@@H](C)CO)C(=O)CCCn2nncc2CO[C@H]1CN(C)S(=O)(=O)c1ccc(F)cc1	4.5
COc1ccc(C(=O)Nc2ccc(O)c3ccccc23)cc1	3.7
COc1ccc(/C(C)=C/C(=O)O)c(OC)c1	-3.2
CCCCN1C(=O)C(CC(=O)NCCc2ccccn2)CC(C(=O)N2CCOCC2)=C1C (configuration not stated)	-0.7
O=C(O)c1ccc(S(=O)(=O)c2ccccc2)s1	-6.2
O=C(COC(=O)Cc1ccc(Br)cc1)NCc1ccccc1	-2.8
CC(=O)C1=C(O)C(=Cc2ccccc2)OC1=O	-9.1
O=C(NCC(=O)N1CCN(Cc2ccc3c(c2)OCO3)CC1)c1ccccc1F	8.0
O=C(O)c1cc([N+](=O)[O-])cc2ccccc12	-13.8
CC1CCCCC12NC(=O)N(CC(=O)Nc1ccc(OC(F)F)cc1)C2=O (configuration not stated)	-9.0
Cc1ccc(NC(=O)c2cc(C(=O)Nc3ccc(C)cc3)n(C)n2)cc1	-2.2
CCCC(NC(=O)c1ccc(Br)o1)c1nc2ccccc2[nH]1 (configuration not stated)	5.2
Cc1csc(=O)n1CCC(=O)NCc1ccc(F)cc1	8.2
CCOC(=O)c1c(C)[nH]c(C(=O)NCC(c2ccco2)N2CCCCC2)c1C (configuration not stated)	-4.4
O=S(=O)(c1ccccc1)N1CCN(S(=O)(=O)c2ccccc2)c2ccccc21	-7.5
CCCCOc1ccc(SCCCN2CCOCC2)cc1	-20.8
C[C@H](CO)N1C[C@H](C)[C@@H](CN(C)C(=O)Cc2ccccc2)OCCCC[C@H](C)Oc2ccc(NC(=O)NC3CCCCC3)cc2C1=O	5.9
N#CC(c1cccc([N+](=O)[O-])c1)C(CC(=O)c1ccccc1)c1ccccc1 (configuration not stated)	-0.6
CC12CCC(=O)C=C1CCCC2=O (configuration not stated)	-0.2
NC(=S)NN=C1c2ccccc2-c2c(F)c(F)c(F)c(F)c21	-8.6
C[C@H]1CN([C@@H](C)CO)C(=O)c2cc(C#CC3(O)CCCC3)cnc2O[C@H]1CN(C)C(=O)C1CC1	9.3
COc1ccccc1N1CCN(c2ccc3c(c2)S(=O)(=O)c2cccc(C(=O)NCc4cccc(F)c4)c2C3=O)CC1	7.1
O=C(COC(=O)/C=C/c1ccccc1Cl)Nc1cccnc1Cl	-1.2
COCOCCn1cc(CN2CCS(=O)(=O)N(Cc3ccc(-c4ccc(Cl)nc4)cc3)C(C)C2=O)nn1 (configuration not stated)	9.6
CCN(c1ccccc1)S(=O)(=O)c1cccc(C(=O)OCC(=O)c2c(N)n(C)c(=O)n(C)c2=O)c1	-8.9

Additional compounds.
SMILES	RXFP1 antag
Cc1ccccc1NC(=O)N(O)C1(C#N)CCCCC1	-1.2
COCCNC(=S)N(C)[C@H]1C[C@H]2c3cc(N4CCN(C)CC4)ccc3CCN2C(=O)[C@H]1[C@H](C)O	-4.7
CN1CCn2cnc(C(=O)Nc3ccc(Cl)cc3)c2C1=O	1.1
CC(C)c1ccc(/C=c2\sc3n(c2=O)C(N)=C(C#N)C(c2ccc(C(C)C)cc2)C=3C(N)=O)cc1 (configuration not stated)	-13.5
CCCCOCCOCCOCc1cc2c(cc1CCC)OCO2	?
O=C(NCc1ccccc1)/C(=C\c1cccc([N+](=O)[O-])c1)NC(=O)c1ccco1	2.2
COc1ccc(OC)c(NC(=O)COC(=O)CCc2nc3ccccc3c(=O)[nH]2)c1	-8.6
O=C(NCCOc1ccccc1)N1[C@H]2CC[C@@H]1C=C(c1ccc(F)cc1OCc1ccccc1)C2	2.5
CSC[C@H]1CN(c2ccc(Br)cc2)C(=O)[C@@H]1CC(=O)Nc1ccccc1	-4.8
CN(C)S(=O)(=O)c1ccc(N2CCCC2)c(C(=O)N2CCN(S(=O)(=O)c3ccc(F)c(F)c3)CC2)c1	-12.4
Cc1cccc(C(=O)OCC(=O)NCc2ccc(Cl)cc2)c1	-0.3
CCOc1ccccc1C1c2cc3c(cc2OC(C)(N2CCCC2)C1C)OCO3 (configuration not stated)	-4.9
COc1cc2c(cc1OC(C)=O)CCCCC2=O	2.4
COc1ccc(NC(=S)N2CCN(C)CC2)cc1	10.6
CCN(CC)C(=O)C1=C(C)N(CCC2=CCCCC2)C(=O)C(CC(=O)NCc2cccc3ccccc23)C1 (configuration not stated)	-7.6
C[C@@H]1CN([C@H](C)CO)C(=O)CCCn2nncc2CO[C@H]1CN(C)Cc1ccccc1C(F)(F)F	-2.9
O=C(CCCc1ccncc1)c1ccccc1	-14.0
C(=Cc1cnc2ccccc2n1)c1ccc2c(c1)OCO2	2.7
CCSc1nnc(NC(=O)C2CSC3(C)CCC(=O)N23)s1 (configuration not stated)	1.6
Cc1ccsc1C(=O)N1CCN(c2ncc(C(F)(F)F)cc2Cl)CC1	-22.3
COc1ccc(C(=O)NC(=O)CSc2n[nH]c(N)n2)cc1	-21.4
O=C(CCc1ccccc1)Nc1cccc(S(=O)(=O)N2CCOCC2)c1	-6.6
O=C(CC1CCCC1)N1CCN(S(=O)(=O)c2c(F)cccc2F)CC1	-3.6
Cc1cccc(NS(=O)(=O)c2ccc(S(=O)(=O)N3CCCC3)cc2)c1	0.0
Cc1cc(C)n2nc(SCC(=O)N3CCC(C)CC3)nc2n1	1.8
COc1ccccc1C(=O)Nc1ccccc1C(=O)Nc1ccccc1	7.8
O=C(CNC(=O)c1ccc(Cl)cc1Cl)OCc1cn2cc(Br)ccc2n1	18.4
COc1cc(C2c3cc4c(cc3OC(N3CCOCC3)C2C)OCO4)cc(OC)c1OC(C)=O (configuration not stated)	-15.1
Cc1cc(CC(=O)O)c(C)n1-c1ccc(Cl)cc1	-14.6
O=C(CCn1c(=O)c2cccn2c2cccnc21)NCCCN1CCN(c2ccc(F)cc2)CC1	1.7
COc1ccc(S(=O)(=O)N(C)C[C@@H]2Oc3cc(C#CC4CCCCC4)ccc3S(=O)(=O)N([C@@H](C)CO)C[C@@H]2C)cc1	12.4
COc1ccc(C=CC(=O)c2ccc(OCc3ccccc3)c(OC)c2)cc1OC	-0.1
CC1(C)CC(=O)C=C(c2ccc(-c3ccc4[nH]ccc4c3)cc2)C1=O	-3.1
CC(=O)Nc1n[nH]c(=S)s1	-3.6

Quoted at random: 2 compounds from above.
SMILES	RXFP1 antag
Cc1cc(CC(=O)O)c(C)n1-c1ccc(Cl)cc1	-14.6
Cc1cccc(NS(=O)(=O)c2ccc(S(=O)(=O)N3CCCC3)cc2)c1	0.0

High-throughput results from PubChem BioAssay.

The list is partial. The share of hits here may be higher or lower than overall.
